Screening results (PubChem)
GALK inh = galactokinase (human) inhibition; AID 1868; P51570; 0.007% of 270,000 active; Purified GALK, Kinase-Glo residual ATP luminescence; Potency, µM (top dose mostly 57.5 µM), without a hit: at the highest dose activity change, negative = inhibition, actives largely listed as inhibitors; note: potency is the fitted concentration of half-maximal effect; % is set by controls: 0 for no effect and ±100 for the full control effect
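Quantitative HTS: GALK 5 nM, ATP 35 uM, galactose 100 uM, 1 h room temperature, then luciferase-based ATP detection.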
MBNL1 CUG block = inhibitors of human MBNL1 binding to CUG repeat RNA. Q9NR56. TR-FRET MBNL1-His/biotin-(CUG)12 binding, 665/545 ratio. Potency, µM (doses to about 57.5 µM), without a hit: top-dose activity change, negative = inhibition, hits mostly inhibitors. 0.036% of 280,000 active; active = well fitted inhibition curve with a large enough effect in the signal ratio, with a control signal flat, not every such curve was filed as active; inconclusive = small, poorly fitted or top-dose-only effect, or effect the other way, or a change in a side signal; inactive = no such curve, though single readings can be large or run the other way; the % refers to the signal ratio; note: potency is the fitted concentration of half-maximal effect; % is set by controls: 0 for no effect and ±100 for the full control effect
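Inhibition of protein-RNA binding appears as loss of TR-FRET between terbium anti-His antibody on MBNL1-His and streptavidin-XL665 on biotin-(CUG)12. Activity is normalized to buffer-only and uninhibited-complex controls.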
USP2a inh = inhibitors of human ubiquitin-specific protease USP2a; O75604; 0.01% of 330,000 active; USP2 core, Ub-CHOP2 coupled fluorogenic reporter, 485/531; Potency, µM (series often up to 38.3 µM), without a hit: at the top dose activity change, negative = inhibition, usual class: inhibitors;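 note: potency is the fitted concentration of half-maximal effect; plate controls were DMSO wells for no effect and full inhibition by NEM control for full effect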
Target sequence (O75604 whole entry, looked up): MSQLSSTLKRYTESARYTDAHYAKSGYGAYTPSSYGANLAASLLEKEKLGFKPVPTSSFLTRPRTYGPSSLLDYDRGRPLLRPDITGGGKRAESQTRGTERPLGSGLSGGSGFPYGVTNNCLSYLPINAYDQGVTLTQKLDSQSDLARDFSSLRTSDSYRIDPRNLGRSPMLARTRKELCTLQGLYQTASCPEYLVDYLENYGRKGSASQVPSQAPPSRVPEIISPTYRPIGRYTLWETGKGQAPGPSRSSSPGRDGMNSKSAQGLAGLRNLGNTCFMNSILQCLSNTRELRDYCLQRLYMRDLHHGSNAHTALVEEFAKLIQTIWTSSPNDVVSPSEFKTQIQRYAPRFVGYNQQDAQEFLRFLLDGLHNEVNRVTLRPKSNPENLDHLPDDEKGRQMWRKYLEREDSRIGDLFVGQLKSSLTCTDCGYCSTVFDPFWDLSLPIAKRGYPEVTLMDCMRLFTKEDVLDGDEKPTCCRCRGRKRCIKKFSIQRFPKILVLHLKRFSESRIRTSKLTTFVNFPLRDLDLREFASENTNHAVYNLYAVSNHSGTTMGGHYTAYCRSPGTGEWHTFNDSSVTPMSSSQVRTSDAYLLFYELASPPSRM
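USP2 core (10nM final) preincubated 30min RT with compound in 20mM Tris-HCl pH 8.0, 2mM CaCl2, 2mM beta-mercaptoethanol, 0.05% CHAPS; 25nM Ub-CHOP2 plus 25nM reporter substrate added, fluorescence (Ex485/Em531) read after 60min.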
Eya2 phos inh = blocks the phosphatase activity of human Eya2; recombinant Eya2, OMFP fluorescence dephosphorylation (OMFP is methylfluorescein phosphate); Potency, µM (titrated, usually from 76.9 µM), without a hit: at the highest dose activity, negative = inhibition, usual class: inhibitors; 0.006% of 330,000 active; AID 488837; note: potency is the fitted concentration of half-maximal effect; % is set by controls: 0 for no effect and ±100 for the full control effect
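Eya2 protein (added as 0.2 uM solution) was preincubated with compound for 10 min at ambient temperature in 50 mM HEPES pH 7.5, 50 mM NaCl, 5 uM MgCl2, 0.05% BSA, 1 mM DTT. OMFP (added at 50 uM) then reacted 10 min; fluorescence read at 485/525 nm.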
BCR signal inh = blocks chronic active B-cell receptor signaling. ABC-DLBCL IkBa-CBG/CBR reporter, luminescence ratio, 4 h. Potency, µM (titrated, usually from 46.1 µM), without a hit: top-dose ratio change, negative = lower green/red ratio, most hits filed as inhibitors. 0.05% of 340,000 active; active = well fitted inhibition curve with a large enough effect in the signal ratio, with a control signal flat, not every such curve was filed as active; inconclusive = small, poorly fitted or top-dose-only effect, or effect the other way, or a change in a side signal; the % refers to the signal ratio;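 note: potency is the fitted concentration of half-maximal effect; plate controls were basal doxycycline-induced cells for no effect and cells given 10 µM MG132 for full effect; MG132 reads +100%, hits lower the ratio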
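TMD8 ABC-DLBCL cells carrying doxycycline-inducible green luciferase fused to IkappaBalpha plus unfused red luciferase were exposed to compounds (up to 46 uM) for 4 hrs at 37C. Activity came from the overlap-corrected green/red luminescence ratio.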
KCNH2 WT inh = inhibitors of human wildtype KCNH2 potassium channel; U2OS, BacMam KCNH2, thallium flux FluxOr; active compounds read low; Q12809; 0.37% of 340,000 active; activity change, % at 1.84 µM;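 active = maximum activity change below -70%; inconclusive = maximum activity change between -70% and -50%; inactive = maximum activity change above -50%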; note: % is set by controls: 0 for no effect and ±100 for the full control effect
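U2OS cells transduced with wild-type KCNH2 virus are loaded with FluxOr dye for 45 min, and thallium flux is measured in kinetic reads before and after stimulation buffer. Rate constants are normalized to DMSO controls.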
TSHR antagonist = blocks TSH signaling through the human TSH receptor | activity change, negative = inhibition, % at 11.5 µM | P16473 | AID 504810 | 0.2% of 330,000 active | TSHR-expressing cells, TSH-stimulated cAMP HTRF, 2 h; active compounds read low;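 active = activity change below a set negative limit, meaning inhibition stronger than a set level, cut at about -70% in these data; inconclusive = activity change between two set negative limits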; note: % is set by controls: 0 for no effect and ±100 for the full control effect
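Read-out is FRET at 665 nm (cryptate excitation 337 nm) from a cryptate-tagged anti-cAMP antibody, competed by cell cAMP against cAMP-d2. Compounds are tested on freshly harvested TSHR cells challenged with 4nM TSH (EC80) for 2 hours at 37 deg C.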
PKM2 act = PKM2 (human) enzyme activation; purified PKM2, Kinase-Glo ATP luminescence, activation; response scale: 0% is enzyme alone, no compound; Potency, µM (top dose mostly 57.5 µM), without a hit: at the top dose activation, hits mostly activators; 0.34% of 260,000 active; AID 1631; note: potency is the fitted concentration of half-maximal effect; % is set by controls: 0 for no effect and ±100 for the full control effect; nearly all actives have a fitted effect of over 55% in size
Target sequence (P14618 whole entry, looked up): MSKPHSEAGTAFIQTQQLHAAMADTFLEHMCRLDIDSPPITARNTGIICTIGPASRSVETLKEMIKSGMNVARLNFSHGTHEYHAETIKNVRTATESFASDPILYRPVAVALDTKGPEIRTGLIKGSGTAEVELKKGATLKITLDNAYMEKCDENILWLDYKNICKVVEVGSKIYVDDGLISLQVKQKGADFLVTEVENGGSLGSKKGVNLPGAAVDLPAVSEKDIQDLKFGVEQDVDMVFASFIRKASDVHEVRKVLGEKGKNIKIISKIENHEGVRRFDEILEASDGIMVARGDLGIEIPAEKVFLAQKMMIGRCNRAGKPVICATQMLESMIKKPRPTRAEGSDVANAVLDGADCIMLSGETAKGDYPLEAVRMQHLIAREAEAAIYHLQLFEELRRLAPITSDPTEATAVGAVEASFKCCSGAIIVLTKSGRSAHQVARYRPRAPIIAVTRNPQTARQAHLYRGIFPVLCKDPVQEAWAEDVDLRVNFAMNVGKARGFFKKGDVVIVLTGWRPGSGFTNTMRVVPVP
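Kinase-Glo luminescence reports ATP generated from ADP (0.1 mM) and PEP (0.5 mM) by purified hPK-M2 after 1 h at room temperature, pH 7.2 imidazole buffer; intermediate enzyme activity allows detecting inhibitors and activators.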
Mito fusion yeast = inhibitors of mitochondrial division or activators of mitochondrial fusion | S. cerevisiae fusion-defective mutant growth rescue, CellTiterGlo 48 h | 0.23% of 320,000 active | Potency, µM (top dose mostly 46.1 µM), without a hit: top-dose growth rescue (activation), usual class: activators;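 note: potency is the fitted concentration of half-maximal effect; % of control where 0% means no effect; nearly all actives have a fitted effect of over 45% in size; temperature-sensitive fusion mutants such as fzo1-1 at 37 °C on non-fermentable ethanol glycerol medium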
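Read-out: ATP-based luminescence (CellTiterGlo, 10 min ambient) reporting growth of fusion-defective ts yeast after 48 hours at 37C on glycerol/ethanol YPEG medium in the presence of compound.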
S-ASM inh = inhibitors of human secretory acid sphingomyelinase; P17405; Potency, µM (top dose mostly 57.5 µM), for the others: at the top dose activity change, negative = inhibition, most hits filed as inhibitors; placental ASM, HMU-PC fluorogenic substrate, 60 min; AID 504937; 0.006% of 340,000 active; note: potency is the fitted concentration of half-maximal effect
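Human placenta-derived ASM preincubated with compound 10 min at room temperature, then reacted with 9 uM (final) fluorogenic HMU-PC substrate for 60 min at 37 C. Stop solution raises pH to 10; fluorescence read at Ex 386/Em 447 nm.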
Menin MLL FP TR = menin-MLL binding inhibition, Texas Red mutant peptide | Menin + Texas Red MLL mutant peptide, fluorescence polarization | Potency, µM (top dose mostly 61.6 µM), for the others: top-dose FP activity change, negative = inhibition, usual class: inhibitors | 0.23% of 270,000 active | AID 1768; active = well fitted inhibition curve with a large enough effect in the polarisation, with a control signal flat, not every such curve was filed as active; inconclusive = small, poorly fitted or top-dose-only effect, or effect the other way, or a change in a side signal; inactive = no such curve, though single readings can be large or run the other way; the % refers to the polarisation; note: potency is the fitted concentration of half-maximal effect; % of control where 0% means no effect; many of its hits are not listed in these tables
* hit, by the source's call; [ ] = dose if it differs, or a comment. Unless noted, calls come from the whole dose curve; as a rule, active = well fitted curve in the direction sought with a large enough effect; inconclusive = small, poorly fitted or top-dose-only effect, or another doubt; inactive = no such curve, though single readings can be large; an effect the other way counts as inactive or inconclusive.

Results for O=C(COC(=O)C1CCN(C(=O)c2ccc(Cl)cc2)CC1)NC1CCS(=O)(=O)C1 (configuration not stated) ?
GALK inh: 11%; MBNL1 CUG block: 1%; USP2a inh: 2%; Eya2 phos inh: 17%; BCR signal inh: 11%; KCNH2 WT inh: 8; TSHR antagonist: -1; PKM2 act: -6%; Mito fusion yeast: 2%; S-ASM inh: -2%; Menin MLL FP TR: -2%

What do the screens show for `O=C(NCCC(=O)N1O[C@@H]2C=C[C@H]1C2)OCC1c2ccccc2-c2ccccc21`?
USP2a inh: -3%; Eya2 phos inh: -2%; BCR signal inh: 4%; KCNH2 WT inh: 7; TSHR antagonist: -4; S-ASM inh: -1%

What do the screens show for `CC1Cc2ccccc2N1C(=O)COC(=O)c1n[nH]c(=O)c2ccccc12` (configuration not stated)?
USP2a inh: 4%; Eya2 phos inh: -5%; BCR signal inh: inconclusive; KCNH2 WT inh: 5; TSHR antagonist: -1; Mito fusion yeast: -1%; S-ASM inh: -3%

What do the screens show for `Cc1ccccc1Cn1nc(C)c(NC(=O)c2cc3n(n2)C(C(F)F)CC(C(F)F)N3)c1C` (configuration not stated)?
GALK inh: -1%; MBNL1 CUG block: -1%; USP2a inh: 1%; Eya2 phos inh: 1%; BCR signal inh: -10%; KCNH2 WT inh: -8; TSHR antagonist: -2; PKM2 act: -1%; Mito fusion yeast: -2%; S-ASM inh: -1%; Menin MLL FP TR: -13%

How did COc1ccc(NC(=O)c2ccccc2NC(=O)CSc2ccccc2)cc1 do in these assays?
GALK inh: -1%; MBNL1 CUG block: -9%; USP2a inh: -4%; Eya2 phos inh: -4%; BCR signal inh: -3%; KCNH2 WT inh: -2; TSHR antagonist: 26; PKM2 act: 8%; Mito fusion yeast: -2%; S-ASM inh: 1%; Menin MLL FP TR: -1%

How did CN(CC(=O)Nc1ccccc1Cl)C(=O)Cn1nnc(-c2ccc(F)cc2)n1 do in these assays?
USP2a inh: 0%; Eya2 phos inh: 6%; BCR signal inh: inconclusive; KCNH2 WT inh: 25; TSHR antagonist: -4; Mito fusion yeast: 0%; S-ASM inh: -4%

How did O=C(NCc1cccc(C(F)(F)F)c1)c1cccc(S(=O)(=O)NCc2ccccc2)c1 do in these assays?
GALK inh: -3%; MBNL1 CUG block: -8%; USP2a inh: 4%; Eya2 phos inh: -16%; BCR signal inh: -1%; KCNH2 WT inh: 1; TSHR antagonist: -7; PKM2 act: 5%; Mito fusion yeast: 0%; S-ASM inh: -7%; Menin MLL FP TR: 9%

How did CC1(c2nnc(-c3ccc(Cl)cc3)o2)CC(c2ccncc2)=NO1 (configuration not stated) do in these assays?
GALK inh: 1%; MBNL1 CUG block: -7%; USP2a inh: 1%; Eya2 phos inh: -8%; BCR signal inh: 6%; KCNH2 WT inh: 2; TSHR antagonist: 15; PKM2 act: inconclusive; Mito fusion yeast: 1%; S-ASM inh: 5%

What do the screens show for `COc1ccc(C2CC(=O)Oc3cc(C)c(Cl)cc32)cc1` (configuration not stated)?
USP2a inh: 0%; Eya2 phos inh: -1%; BCR signal inh: 0%; KCNH2 WT inh: 1; TSHR antagonist: 13; S-ASM inh: -3%; Menin MLL FP TR: 18%[94.6 µM]

How did COC(=O)C1=C(C)Nc2[nH]c(=S)[nH]c(=O)c2C1c1ccc(O)cc1 (configuration not stated) do in these assays?
GALK inh: -3%; USP2a inh: 11%; Eya2 phos inh: 18%; BCR signal inh: inconclusive; KCNH2 WT inh: 3; TSHR antagonist: -3; PKM2 act: -1%; Mito fusion yeast: 7%; S-ASM inh: -1%

Results for CC(=O)Nc1cccc(C(=O)NCC2(N3CCCCC3)CCCCC2)c1 ?
GALK inh: -2%; MBNL1 CUG block: 8%; USP2a inh: 2%; Eya2 phos inh: 9%; BCR signal inh: 5%; KCNH2 WT inh: 13; TSHR antagonist: 2; PKM2 act: 2%; Mito fusion yeast: 0%; S-ASM inh: 6%; Menin MLL FP TR: -15%

What do the screens show for `COc1ccc(OC)c([C@@H]2OCCC=C[C@H]2C)c1`?
MBNL1 CUG block: -16%; USP2a inh: 1%; Eya2 phos inh: -2%; BCR signal inh: 0%; KCNH2 WT inh: 8; TSHR antagonist: 1; PKM2 act: 0%; Mito fusion yeast: -5%; S-ASM inh: 4%; Menin MLL FP TR: 8%

What do the screens show for `COc1cccc(C2/C(=C(/O)c3ccc4c(c3)OCO4)C(=O)C(=O)N2CCN2CCOCC2)c1` (configuration not stated)?
GALK inh: 5%; MBNL1 CUG block: 100%[activator]; USP2a inh: 1%; Eya2 phos inh: -3%; BCR signal inh: inconclusive; KCNH2 WT inh: 5; TSHR antagonist: 104; PKM2 act: 1%; Mito fusion yeast: 6%; S-ASM inh: -2%

What do the screens show for `COCCCNC(=O)CN1CCN(Cc2ccccc2Cl)C1=O`?
GALK inh: 1%; MBNL1 CUG block: -15%; USP2a inh: 4%; Eya2 phos inh: 1%; BCR signal inh: 4%; KCNH2 WT inh: -1; TSHR antagonist: 22; PKM2 act: -11%; Mito fusion yeast: -2%; S-ASM inh: 6%; Menin MLL FP TR: 5%[11.7 µM]

How did O=c1[nH]c2ccccc2nc1NCc1ccccc1 do in these assays?
GALK inh: 0%; MBNL1 CUG block: 22%; USP2a inh: -5%; Eya2 phos inh: -9%; BCR signal inh: inconclusive; KCNH2 WT inh: -4; TSHR antagonist: 6; PKM2 act: 1%; Mito fusion yeast: -3%; S-ASM inh: -2%; Menin MLL FP TR: 13%

What do the screens show for `O=C(COC(=O)C1CCN(c2ccc(C(F)(F)F)cn2)CC1)c1ccccc1Cl`?
USP2a inh: 2%; Eya2 phos inh: -9%; BCR signal inh: 2%; KCNH2 WT inh: 1; TSHR antagonist: 1; Mito fusion yeast: 7%; S-ASM inh: -10%

What do the screens show for `COCCN(CCOC)S(=O)(=O)c1ccc(C(=O)Nc2nnc(C3CC3)o2)cc1`?
GALK inh: 1%; MBNL1 CUG block: -2%; USP2a inh: 1%; Eya2 phos inh: 21%; BCR signal inh: 1%; KCNH2 WT inh: -26; TSHR antagonist: 4; PKM2 act: 1%; Mito fusion yeast: -2%; S-ASM inh: 3%; Menin MLL FP TR: -26%

How did COc1cc(C(c2c(C)[nH][nH]c2=O)c2c(C)[nH][nH]c2=O)ccc1OS(=O)(=O)c1ccccc1 do in these assays?
GALK inh: -2%; MBNL1 CUG block: -8%; USP2a inh: 2%; Eya2 phos inh: -9%; BCR signal inh: inconclusive; KCNH2 WT inh: -2; TSHR antagonist: 4; PKM2 act: 15%; Mito fusion yeast: 1%; S-ASM inh: 0%; Menin MLL FP TR: 2%

How did OCCCNCc1ccc(Cl)cc1Cl do in these assays?
GALK inh: 7%; MBNL1 CUG block: -3%; USP2a inh: 2%; Eya2 phos inh: -3%; BCR signal inh: 1%; KCNH2 WT inh: -2; TSHR antagonist: 4; PKM2 act: 2%; Mito fusion yeast: 6%; S-ASM inh: -4%; Menin MLL FP TR: -3%

How did Cc1ccn2c(c1)nc(=S)n2C(=O)c1ccccc1 do in these assays?
MBNL1 CUG block: -2%; USP2a inh: 0%; Eya2 phos inh: -1%; BCR signal inh: inconclusive; KCNH2 WT inh: -4; TSHR antagonist: -3; PKM2 act: -24%; Mito fusion yeast: 8%; S-ASM inh: 3%; Menin MLL FP TR: 8%

Results for Cc1ccnc(NC(=S)NC(=O)/C=C/c2ccccc2)c1 ?
GALK inh: 6%; MBNL1 CUG block: -4%; USP2a inh: 2%; Eya2 phos inh: -10%; BCR signal inh: -24%; KCNH2 WT inh: -2; TSHR antagonist: 2; PKM2 act: -3%; Mito fusion yeast: -8%; S-ASM inh: 1%; Menin MLL FP TR: -22%

Results for Cc1ccccc1/C=N\NC(=O)c1ccccc1-n1cccc1 ?
GALK inh: 7%; MBNL1 CUG block: 11%; USP2a inh: 0%; Eya2 phos inh: 10%; BCR signal inh: inconclusive; KCNH2 WT inh: -7; TSHR antagonist: 5; PKM2 act: -4%; Mito fusion yeast: 2%; S-ASM inh: 1%; Menin MLL FP TR: -6%

An excerpt, so the mix of outcomes need not match the whole.
